Screening data (PubChem BioAssay)
TTR transcr act: activators of transthyretin transcription | actives 1.3% (n = 92,000) | SH-SY5Y TTR promoter Gaussia luciferase, luminescence; 100% = recombinant luciferase protein wells | activation, % at 16.7 µM;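 active means activation above the mean of all tested compounds plus 3 SD, cut at about 9.5% in these data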;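 further: cells exposed to compounds for one day before reading; 0% = median of all test compound wells on the plate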
An asterisk follows results filed as active. Only part of the results is shown. The share of hits here may be higher or lower than overall.

No.	molecule	TTR transcr act
1	COc1ccccc1NC(=O)NNC(=O)c1ccc2c(c1)NC(=O)C(C)(C)O2	2.5
2	O=C(CSc1ccccc1C(=O)O)NCC1CCCCC1	0.0
3	N#C/C(=C(\O)c1ccco1)c1ccccn1	4.5
4	Cc1cc(C)c2c(N)c(C(=O)NN3CC(=O)N(c4cccc(Cl)c4)CC3=O)sc2n1	0.3
5	COc1cccc(CNC(=O)c2ccc(NC(=O)CC3SC(N4CCCC4)=NC3=O)cc2)c1 (stereo not drawn)	4.7
6	COc1ccc(/C(N)=N/OC(=O)c2cccc([N+](=O)[O-])c2C)cc1	0.0
7	CCOC(=O)c1sc2nccc(N(C)C)c2c1N=CNOCc1ccccc1	-3.7
8	CC(C)C[C@H](NC(=O)c1[nH]cnc1C(=O)N[C@@H](C)c1ccccc1)C(=O)OC(C)(C)C	-2.1

No.	molecule	TTR transcr act
9	CSc1nnc(NC(=O)C2CCCCC2)s1	-0.9
10	CC(OC(=O)c1ccc(S(=O)(=O)NCc2ccco2)cc1)C(=O)Nc1ccc(Cl)cn1 (stereo not drawn)	-0.8
11	COc1ccc(-c2n[nH]c(=S)n2Cc2ccccc2)cc1OC	1.8
12	O=C(NCCCn1ccnc1)c1cc(C2CC2)on1	10*
13	CCCCCC(C)NC(=O)CN1C(=O)NC(C)(c2ccc3ccccc3c2)C1=O (stereo not drawn)	0.7
14	CCCC(=O)Oc1cccc(C2NC(=O)c3ccccc3O2)c1 (stereo not drawn)	-1.5
15	COC(=O)[C@H](C)NC(=O)NCCC1=CCCCC1	7.0
16	Cc1cc(Cl)ccc1NC(=O)COC(=O)c1nc2nccc(C)n2n1	-1.5

No.	molecule	TTR transcr act
17	CC(C)CCNC(=O)CCn1nc(-c2ccccc2)ccc1=O	2.2
18	CC(C)(C)n1cnc2cc(NCc3ccc(Br)cc3)ccc21	0.1
19	CN1C/C(=C/c2cccnc2)C(=O)/C(=C/c2cccnc2)C1	-4.9
20	Cc1cccc(NS(=O)(=O)c2cc(C(=O)N3CCCC3)ccc2Cl)c1	10*
21	COc1cccc(NC(=O)C(C)C)c1	1.7
22	O=C(c1cccc([N+](=O)[O-])c1)N(c1ccccn1)c1ccccn1	7.0
23	CCN1/C(=C\c2ccc3ccccc3[n+]2CC)Sc2cc(C)ccc21	-6.0
24	COc1ccc(-c2ocnc2C(=O)N2CCN(C(c3ccccc3)c3ccccc3)CC2)cc1	-0.9

No.	molecule	TTR transcr act
25	Cc1cccc2cc3c(NC(=O)C(C)C)nn(C)c3nc12	1.5
26	COc1ccc(CNC(=O)c2noc(C)c2[N+](=O)[O-])cc1	2.6
27	CCCN1Cc2cccc(C(=O)N3CCN(c4ccc(F)cc4)CC3)c2C1=O	-1.5
28	CCCCNC(=O)c1ccc(NS(=O)(=O)c2ccc3[nH]c(=O)[nH]c3c2)cc1	-0.3
29	O=C(NCCCN1CCCC1)c1ccc2c(Cl)c3c(nc2c1)CCCC3	3.5
30	CC(C)C(NS(=O)(=O)c1cccc2nsnc12)C(=O)NCc1ccc2c(c1)OCO2 (stereo not drawn)	0.8
31	CCNc1ncnc2c1cnn2C1CCCCO1 (stereo not drawn)	-1.4
32	COc1ccc(CNC(=O)COC(=O)c2cccc(S(=O)(=O)N3CCOCC3)c2)cc1	-2.4

Brought forward from above: three compounds, followed by the next part.
No.	molecule	TTR transcr act
30	CC(C)C(NS(=O)(=O)c1cccc2nsnc12)C(=O)NCc1ccc2c(c1)OCO2 (stereo not drawn)	0.8
31	CCNc1ncnc2c1cnn2C1CCCCO1 (stereo not drawn)	-1.4
32	COc1ccc(CNC(=O)COC(=O)c2cccc(S(=O)(=O)N3CCOCC3)c2)cc1	-2.4
33	O=[N+]([O-])c1cccc(C(O)C23CN4CN(CN(C4)C2)C3)c1 (stereo not drawn)	-1.3
34	CCc1ccc(NC(=O)c2noc(C(C)C)c2[N+](=O)[O-])cc1	0.3
35	Oc1oc(-c2ccc(Br)cc2)nc1/C=N/c1ccccn1	-0.3
36	COc1cc(/C=N/N=C2/NC(=O)C(c3ccccc3)S2)ccc1O (stereo not drawn)	-0.7
37	O=C(Nc1nnc(S(=O)(=O)N2CCCCCC2)s1)c1ccccc1Br	-1.2
38	CCOc1ccc(C2C3=C(CCCC3=O)OC(N)=C2[N+](=O)[O-])cc1 (stereo not drawn)	2.9
39	COc1ccc(OCCSc2nnc(C(C)NC(=O)c3ccccc3F)n2C)cc1 (stereo not drawn)	2.0
40	COCCCn1c(Cc2csc(Nc3cccc(Cl)c3)n2)nnc1SCC(=O)OC	-0.7

No.	molecule	TTR transcr act
41	O=C(CSCc1ccc(Br)cc1)NCCc1ccccc1	-0.5
42	COc1cccc(OC)c1C(=O)Nc1ccc(C)cc1C(=O)c1ccccc1	-5.9
43	Cc1onc(-c2ccccc2Cl)c1C(=O)N(Cc1nc(-c2ccccc2)no1)C1CCCCC1	-2.5
44	O=C1NCCCC1C(=O)N/N=C/c1cccc([N+](=O)[O-])c1 (stereo not drawn)	0.0
45	CC1(c2ccccc2)CC(=O)N(c2ccc(NC(=O)c3ccccn3)cc2Cl)C1=O (stereo not drawn)	-0.3
46	CC1(C(=O)OCC(=O)Nc2ccccc2)CC1(Cl)Cl (stereo not drawn)	-1.0
47	CCOC(=O)c1cc(S(=O)(=O)Nc2ccc(F)cc2F)cn1C	1.6
48	Cc1sc2nc(SCC(=O)NCc3ccco3)n(CCc3ccccc3)c(=O)c2c1C	-2.1

No.	molecule	TTR transcr act
49	CCOC(=O)c1ccc(NC(=O)NNC(=O)CCc2ccc(OC)cc2)cc1	3.6
50	C=CCc1cccc(OC)c1OCCOCCNCCO	-0.3
51	COC(=O)N1C(=O)[C@](c2ccccc2)(C2CCCC2)N1C(=O)OC	3.9
52	COc1cc(C(=O)Nc2nccs2)ccc1OCc1c(C)noc1C	-2.2
53	Cc1cc(C)cc(OCC(=O)OCC(=O)NCc2cccs2)c1	-0.1
54	CN1CCN(c2ccccc2NC(=O)COc2ccccc2)CC1	-1.2
55	Cc1cc(Nc2cccc(Cl)c2)c2ccccc2n1	-1.7
56	CN(CC(=O)Nc1ccccc1Cl)C(=O)C1CCN(C(=O)c2ccc(Cl)cc2)CC1	2.8

No.	molecule	TTR transcr act
57	CC(C)Oc1cccc(C(=O)C2CCCN(C(=O)c3noc4c3CCCC4)C2)c1 (stereo not drawn)	-1.4
58	Cc1nnc(SCC(=O)N/N=C/c2cn(-c3ccccc3)nc2-c2ccc(F)cc2)n1-c1ccccc1	-2.6
59	CCc1c(O)nc(SCC(=O)N2CCc3cc(OC)c(OC)cc3[C@@H]2C)[nH]c1=O	7.9
60	O=C(CCc1ccc(Oc2cc([N+](=O)[O-])cc([N+](=O)[O-])c2)cc1)N1CCCCC1	-2.2
61	Cc1ccc(-c2nc(CS(=O)CC(=O)NC3CCCCC3)c(C)o2)cc1 (stereo not drawn)	-1.2
62	COc1ccc(C(=O)C2CCN(C(=O)c3ccco3)CC2)cc1	11*
63	O=C(Cn1cnc2cc([N+](=O)[O-])ccc2c1=O)NC(c1ccccc1)c1ccccc1	2.4
64	C[C@H](NS(=O)(=O)c1ccccc1)C(=O)N1CCN(C(c2ccccc2)c2ccccc2)CC1	-3.1

No.	molecule	TTR transcr act
65	CCCCCc1nnc(NC(=O)Cc2ccc([N+](=O)[O-])cc2)s1	1.5
66	CC(=O)c1cccc(NC(=O)C2CCN(S(=O)(=O)c3c(C)n[nH]c3C)CC2)c1	-0.3
67	CN(C)c1ccc(/C=C/C(=O)c2ccccc2)cc1[N+](=O)[O-]	-0.5
68	Cc1cc(NC(=O)CSc2nnc(C3CC3)n2C)no1	-0.6
69	Cc1ccc(S(=O)(=O)NCCCNC(=O)OCc2ccccc2)cc1	-0.2
70	COC(=O)C1CC2=C(CCCC2=O)N(c2ccccc2)C1=O (stereo not drawn)	0.4
71	CC1CCC(NC(=O)C2CCN(S(=O)(=O)c3cccc4nonc34)CC2)CC1 (stereo not drawn)	0.9
72	CC(O)Cc1cn(CC(=O)N2CCN(C(=O)OC(C)(C)C)CC2)nn1 (stereo not drawn)	4.5

No.	molecule	TTR transcr act
73	COCCCN=C1NN=C(c2cc(C)n(Cc3ccccc3Cl)c2C)CS1	-0.3
74	O=C(Nc1ccc(Cl)cc1)OC(CN1CCCCC1)C(F)(F)F (stereo not drawn)	-4.1
75	CCCCNC(=O)C1(C)CCCCN1C(=O)c1cc(OC)ccc1Br (stereo not drawn)	-0.9
76	CC1Cn2c(nnc2C23CC4CC(CC(C4)C2)C3)S1 (stereo not drawn)	0.0
77	O=C(CCc1ccc(O)c(O)c1)NNC(=S)NCCc1ccccc1	1.3
78	COc1ccc(Cl)cc1NC(=O)CSc1nnc(CNC(=O)c2ccco2)o1	-2.0
79	CC1=CC(=O)N(c2ccc(C)cc2)C1c1ccc(Cl)cc1 (stereo not drawn)	-4.5
80	COc1ccc(NC(=O)c2noc(C(C)C)c2[N+](=O)[O-])cc1	-0.5

No.	molecule	TTR transcr act
81	COc1ccc(-c2cc(C(F)(F)F)n3ncc(C(=O)NCc4ccco4)c3n2)cc1	-4.5
82	Cc1nc(SCC(=O)Nn2c(-c3ccccc3)nc3ccccc3c2=O)n[nH]1	-0.7
83	CCCCNc1nc(=S)n(-c2ccccc2)c(C)c1C(C)=O	-2.1
84	O=C(Cn1c(NCCCO)nc2ccccc21)c1cccs1	-0.2
85	CCNC(=O)CC1C(=O)N(C)C(=S)N1NC(=O)c1ccc(Cl)cc1 (stereo not drawn)	4.4
86	CCn1c(-c2ccccc2Cl)nn(CC(=O)Nc2ccccc2OC)c1=S	7.5
87	COCCCNC(=O)/C(C#N)=C/c1ccc(F)cc1	1.0
88	COc1cccc(CC(=NO)c2cccc(OC)c2)c1	-0.5

No.	molecule	TTR transcr act
89	COC(=O)[C@]12C[C@H](CC(=O)N3CCCCC3)C(=O)N(Cc3ccc(Cl)cc3Cl)C1=C[C@H](COCc1ccccc1)O[C@@H]2C	0.8
90	COC(=O)CCC(=O)NNC(=O)c1ccc(Br)cc1	2.1
91	CC(Oc1nc2c(c(=O)n(C)c(=O)n2C)n1C)C1CCCCC1 (stereo not drawn)	-1.3
92	COc1ccc(O)c(CN2CCN(CCCc3ccccc3)C(CCO)C2)c1 (stereo not drawn)	-0.2
93	O=C(COc1ccccc1Cc1ccccc1)Nc1cccc(S(=O)(=O)N2CCOCC2)c1	-2.2
94	CCC(C)(C)n1nnnc1C(c1ccc(O)c(OC)c1)N1CCc2ccccc2C1 (stereo not drawn)	1.7
95	CCCN(CC(=O)Nc1ccccc1OC)C(=O)c1ccncc1	1.8
96	CCC1=C(c2ccc(C)cc2)S(=O)(=O)N=C1N1CCC(C(=O)NCCCN2CCCCC2C)CC1 (stereo not drawn)	3.6

Printed as active in TTR transcr act (from the list above):
No.	molecule	TTR transcr act
12	O=C(NCCCn1ccnc1)c1cc(C2CC2)on1	10*
20	Cc1cccc(NS(=O)(=O)c2cc(C(=O)N3CCCC3)ccc2Cl)c1	10*
62	COc1ccc(C(=O)C2CCN(C(=O)c3ccco3)CC2)cc1	11*

(list continues)
No.	molecule	TTR transcr act
97	CCOc1cc(Br)c(Br)c(C=Nc2ccc(NC(C)=O)cc2)c1O	-1.1
98	Cc1ccsc1C(=O)OCC(=O)NCc1ccccc1	-0.7
99	COc1cc(NC(c2ccccc2)c2ccccc2)cc(OC)c1OC	2.0
100	COc1ccc([C@H]2CC(=O)C=C(c3c(C)cc(C)cc3C)C2)cc1	3.4
101	CC(C)c1nc(C#N)c(NN)o1	1.3
102	COc1ccc(CNC(NC(=O)c2ccccc2)(C(F)(F)F)C(F)(F)F)cc1	0.6
103	CCc1ccccc1NC(=O)c1ccoc1C	-1.0
104	Cc1ccc(C)c(N2CCN(C(=O)CCS(=O)(=O)c3cccc4nonc34)CC2)c1	5.3

No.	molecule	TTR transcr act
105	Cc1ccc(SCC(=O)OCC(=O)N(CCC#N)c2ccccc2)cc1C	0.2
106	c1ccc(Nc2ncnc3[nH]ncc23)cc1	1.6
107	COc1cc2c(cc1OC)C(C)N(C(=S)Nc1ccccc1)CC2 (stereo not drawn)	0.4
108	O=C(Nc1ccccc1)N1CCn2c1nc1ccccc12	-3.2
109	COc1cc(/C=N/NC(=S)NCCc2ccccc2)cc(OC)c1OC	-2.4
110	CCCn1c(SCC(=O)NCc2ccccc2Cl)n[nH]c1=O	-1.1
111	O=c1oc2ccccc2cc1N1CCOCC1	-2.6
112	O=C(/C=C/c1ccc(Cl)c([N+](=O)[O-])c1)Nc1ccc(N2CCCC2)cc1	0.1

No.	molecule	TTR transcr act
113	Cc1cc(C)nc(NC(=O)c2csnn2)c1	-0.8
114	CC(=O)Nc1cc2c3c(c1)CCC(=O)N3CCC2	0.2
115	N/C(=N\OC(=O)c1ccc(F)cc1)c1ccc(Br)cc1	0.4
116	CCc1ccc(C(=O)NNc2ccccc2F)cc1	1.5
117	Cc1cc(C(=O)NCCN2CCN(c3cccc(Cl)c3)CC2)n(-c2ccccc2)n1	-2.0
118	Cc1ccc(N=CC2=C(O)CC(c3ccccc3Cl)CC2=O)cc1 (stereo not drawn)	1.1
119	O=C(CCOc1ccccc1)N1CCN(c2ccc(O)cc2)CC1	1.1
120	Cc1cccc2c(=O)n(C(=O)c3ccccc3)c(N)nc12	-2.2

Structures above with a CF3 group:
No.	molecule	TTR transcr act
74	O=C(Nc1ccc(Cl)cc1)OC(CN1CCCCC1)C(F)(F)F (stereo not drawn)	-4.1
81	COc1ccc(-c2cc(C(F)(F)F)n3ncc(C(=O)NCc4ccco4)c3n2)cc1	-4.5
102	COc1ccc(CNC(NC(=O)c2ccccc2)(C(F)(F)F)C(F)(F)F)cc1	0.6

(more compounds)
No.	molecule	TTR transcr act
121	Cc1nc(SCC(=O)N2CCN(c3ccccn3)CC2)c(C#N)c(C)c1C	0.6
122	Cc1cccc(NC(=O)Cn2c(O)c(N=NC(=O)c3ccccc3O)c3ccccc32)c1	0.7
123	COC(=O)c1ccc(N2C(=O)C3C4C=CC(CC4)C3C2=O)cc1 (stereo not drawn)	-2.3
124	CCCSC1=C(C#N)C(c2cccs2)C(C(=O)Nc2ccccc2)=C(C)N1 (stereo not drawn)	-0.7
125	Cc1ccccc1NC(=O)CN1CCC(n2nnc3ccccc32)CC1	6.1
126	C=CCN1C=C2C(=O)C(C)(OC(=O)c3cnc4ccccc4n3)C(=O)C=C2C=C1/C=C/COC (stereo not drawn)	-4.0
127	CCn1c(=O)c(=O)[nH]c2cc(C(=O)NC3CC3)ccc21	-1.6
